hDAT+cocaine: changed hDAT dopamine uptake under cocaine IC80, either direction, primary screen, cocaine antagonist project, cell-based, LLC-PK1 hDAT, [14C]-dopamine uptake, MLSMR. LLC-PK1 hDAT cells, [14C]-dopamine uptake with cocaine IC80; actives deviate in either direction. 110,000 tested, 1.3% active. B-score at 10 µM;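 active means Z score or B-score, a plate-position-corrected score, falls beyond the plate's 99.7% confidence bounds, in either direction; inactive means both scores lie inside the 99.7% bounds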;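 further: scored against the spread of the other compound wells on the same plate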
Target sequence (Q01959 whole entry, looked up): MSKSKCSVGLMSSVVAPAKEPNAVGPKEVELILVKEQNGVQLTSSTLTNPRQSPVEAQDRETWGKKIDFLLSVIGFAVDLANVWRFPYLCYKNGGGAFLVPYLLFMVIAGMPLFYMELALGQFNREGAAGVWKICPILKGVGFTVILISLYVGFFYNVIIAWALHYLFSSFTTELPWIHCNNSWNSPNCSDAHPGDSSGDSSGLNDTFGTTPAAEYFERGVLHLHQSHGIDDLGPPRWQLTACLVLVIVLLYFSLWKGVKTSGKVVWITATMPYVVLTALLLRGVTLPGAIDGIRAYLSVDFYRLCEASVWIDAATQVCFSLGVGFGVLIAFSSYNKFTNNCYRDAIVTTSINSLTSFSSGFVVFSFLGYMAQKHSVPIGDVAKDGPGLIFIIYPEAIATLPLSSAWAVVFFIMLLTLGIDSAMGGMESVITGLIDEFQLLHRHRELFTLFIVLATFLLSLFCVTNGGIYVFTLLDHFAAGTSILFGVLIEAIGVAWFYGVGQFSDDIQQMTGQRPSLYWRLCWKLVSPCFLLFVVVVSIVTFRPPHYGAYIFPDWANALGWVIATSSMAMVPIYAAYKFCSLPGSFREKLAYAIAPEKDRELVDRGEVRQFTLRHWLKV
* marks the source's active call; other numbers are inactive results. Only part of the results is shown. The share of hits here may be higher or lower than overall.

SMILES	hDAT+cocaine
NC(=O)CC(NC(=O)Cc1ccc(Br)cc1)c1ccc(NC2CCC2)c([N+](=O)[O-])c1 (stereo unspecified)	-0.7
CC1=C[C@H]2OC(=O)[C@@H](C)[C@H]2C[C@@H]2[C@H]1C[C@@H](O)[C@@]2(C)O	-0.24
C[C@@H](C(=O)N1CCN(C(=O)OC(C)(C)C)CC1)n1cc(-c2cn([C@@H](C)C(=O)N3CCN(C(=O)OC(C)(C)C)CC3)nn2)nn1	-0.27
Cc1ccc(C(=O)NCCN2C3=NC[C@H](C(C)C)N3C[C@H]2Cc2ccc(O)cc2)cc1Br	-0.5
COc1cc(C2CC(=O)Oc3c(C(CCN4CCOCC4)c4ccc(N(C)C)cc4)c(OC)cc(OC)c32)cc(OC)c1OC (stereo unspecified)	0.28
C#CCOCCOCCOCCNc1nc(N2CCN(C(=O)C([C@@H](C)CC)n3cc(C(N)COC(=O)C(F)(F)F)nn3)CC2)nc(N2CCN(C(=O)[C@H](CCCCN)n3cc(C(N)CC(C)C)nn3)CC2)n1 (stereo partly specified)	-0.74
O=C(Nc1ccc(S(=O)(=O)O)cc1)c1ccc2c(c1)S(=O)(=O)c1ccccc1C2=O	-0.44
CCO[C@H]1OC(C(=O)O)=C[C@@H](c2coc3ccccc3c2=O)[C@@H]1CCCO	0.28
NC1=NC[C@H](Cc2ccccc2)N1CC1CCCCC1	-0.44
O=C(c1ccc(-c2ccccc2)cc1)N1CCN(c2nc3ccccc3o2)CC1	0.0036
C/C=C\C=C\C(=O)Nc1cccc(C2=NOC3(C2)C[C@@H](C(N)=O)N(C(=O)C(c2ccccc2)c2ccccc2)C3)c1 (stereo partly specified)	1.4
COC/C=C/C1=CC2=CC(=O)C(C)(OC(=O)c3cnc4ccccc4n3)C(=O)C2=CO1 (stereo unspecified)	-0.23
CN1CCN(CC(=O)N2c3ccc(S(=O)(=O)NCCNC(=O)OC(C)(C)C)cc3C(=O)Nc3cccnc32)CC1	-0.96
CC(C)(C)CN1C(N)=NC[C@@H]1c1ccccc1	0.14
COc1cc(C(=O)OC2CC3CCC2(C)C3(C)C)ccc1OC(C)=O (stereo unspecified)	-1.8
C#Cc1ccc([C@@H]2C=C(C(=O)NC3CC3)O[C@H](OCc3ccc(CO)cc3)C2)cc1	-0.2
COC(=O)CCCC1=CC2=CC(=O)C(C)(OC(=O)c3cccs3)C(=O)C2=CN1Cc1ccc2c(c1)OCO2 (stereo unspecified)	-0.78
COc1ccccc1CN1C(=O)[C@@H]2Cc3c([nH]c4ccccc34)C(C)(C)N2C1=O	-1.5
O=C(NCc1cccc(Br)c1)c1cc(-c2ccccc2)nn1CC1CC(c2cccnc2)=NO1 (stereo unspecified)	0.29
COC(=O)[C@@]1(Cc2ccc(OC)cc2)[C@H]2c3cc(C(=O)N(C)C)[nH]c3C[C@H]2CN1C(=O)c1ccccc1	0.18
Cn1ccc(O)c(C#N)c1=O	-0.031
COC(=O)c1ccc(C(NC(=O)OCc2ccccc2)/C(F)=C/[C@@H](C)C(=O)O)cc1 (stereo partly specified)	-0.3
NC(=O)[C@H]1CC2(CC(c3cccc(NC(=O)COc4ccc(Cl)cc4)c3)=NO2)CN1C(=O)c1ccc(Cl)cc1 (stereo partly specified)	1.7
CC(/C=C/C1(O)C(C)CC(O)CC1(C)C)OC1OC(CO)C(O)C(O)C1O (stereo unspecified)	-0.24
CCCCC[C@H](O)/C=C/[C@@H]1[C@@H](CCCCCCC(=O)O)[C@@H](O)C[C@H]1O	-0.38
O=C(Nc1cccs1)OCCN1CCN(Cc2ccccc2)CCC1=O	0.22
CCC/C=C1/CCCOC(C(=O)NCc2ccccn2)(C(F)(F)F)C1 (stereo unspecified)	-0.37
Nc1ncnc2c1ncn2[C@H]1C[C@H](O)[C@@H](COP(=O)(O)O)O1	-1.1
CC1(c2nnc(Cc3ccccc3)o2)CC(c2ccccc2)=NO1 (stereo unspecified)	0.0011
COC(=O)N1CC=CC1(C)C(=O)NCc1cc(F)cc(C(F)(F)F)c1 (stereo unspecified)	-0.85
Clc1ccc(Cc2nnc(-c3ccccc3Br)o2)cc1	0.13
CCS(=O)(=O)NC(C)C(c1cccs1)N1CCN(c2ccc(OC)cc2)CC1 (stereo unspecified)	0.59
COC(=O)N1C/C=C\C(c2ccc(OC)cc2)N(Cc2ccc(F)cc2)C(=O)C1 (stereo unspecified)	-0.35
Cc1ccc(F)c(C2C3C=CCC(c4cccc(-c5ccc(N(C)C)cc5)c4)C3C(=O)N2Cc2ccccc2)c1 (stereo unspecified)	-0.5
COc1ccc(C2=CC3=C(Br)C(=O)C(C)(OC(=O)c4ccc(Cl)nc4)C(=O)C3=CO2)cc1 (stereo unspecified)	0.35
O=C(/C=C/c1ccccc1)c1ccccc1	0.54
CC1CN(c2cc(=O)n(-c3ccc(Cl)cc3)c(=O)[nH]2)CC(C)O1 (stereo unspecified)	-0.75
C[C@H](NC(=O)c1nc[nH]c1C(=O)N1CCN(c2ccccc2)CC1)C(=O)OC(C)(C)C	0.032
O=C1C=C(c2cccc3c2oc2ccccc23)CCC1	-0.029
Cc1ccccc1NC(=O)c1ccc2snnc2c1	-0.027
COc1cc(C[C@@H](CO)[C@H](CO)Cc2ccc(O)c(OC)c2)ccc1O	-0.057
CC1(c2nnc(-c3ccccc3)o2)CC(c2ccc([N+](=O)[O-])cc2)=NO1 (stereo unspecified)	-0.8
COc1ccc(-c2cc3ccccc3s2)cc1[C@H]1[C@H]2C=CC[C@@H](C)[C@@H]2C(=O)N1Cc1ccccc1	-0.71
COc1ccc(C2CC(O)(c3ccccc3)Oc3cc(OC)ccc32)cc1 (stereo unspecified)	1.6
C[C@]12CC[C@@H]3c4ccc(O)cc4CC[C@H]3[C@@H]1CC[C@@H]2OC(=O)CCC(=O)O	0.31
CCOC(=O)C[C@H]1c2ccccc2S(=O)(=O)N1c1ccccc1	-0.16
O=c1cc(-c2cccc(Cl)c2)oc2cccc(O)c12	-0.41
CC(=O)[C@@H]1[C@@H](C)N(Cc2ccccc2)C(=O)N[C@H]1c1cccc(C(F)(F)F)c1	0.49
COc1[nH]c2ccc(F)cc2c1C(=O)OCC1CCN(CCNS(C)(=O)=O)CC1	-0.057
COCCN1C(=O)N[C@@H](c2cccc(C(F)(F)F)c2)[C@@H](C(=O)OC)[C@H]1C	-0.096

Laid out differently: 15 of the compounds above.
SMILES | hDAT+cocaine
COC(=O)N1C/C=C\C(c2ccc(OC)cc2)N(Cc2ccc(F)cc2)C(=O)C1 (stereo unspecified) | -0.35
Cc1ccc(F)c(C2C3C=CCC(c4cccc(-c5ccc(N(C)C)cc5)c4)C3C(=O)N2Cc2ccccc2)c1 (stereo unspecified) | -0.5
COc1ccc(C2=CC3=C(Br)C(=O)C(C)(OC(=O)c4ccc(Cl)nc4)C(=O)C3=CO2)cc1 (stereo unspecified) | 0.35
O=C(/C=C/c1ccccc1)c1ccccc1 | 0.54
CC1CN(c2cc(=O)n(-c3ccc(Cl)cc3)c(=O)[nH]2)CC(C)O1 (stereo unspecified) | -0.75
C[C@H](NC(=O)c1nc[nH]c1C(=O)N1CCN(c2ccccc2)CC1)C(=O)OC(C)(C)C | 0.032
O=C1C=C(c2cccc3c2oc2ccccc23)CCC1 | -0.029
Cc1ccccc1NC(=O)c1ccc2snnc2c1 | -0.027
COc1cc(C[C@@H](CO)[C@H](CO)Cc2ccc(O)c(OC)c2)ccc1O | -0.057
CC1(c2nnc(-c3ccccc3)o2)CC(c2ccc([N+](=O)[O-])cc2)=NO1 (stereo unspecified) | -0.8
COc1ccc(-c2cc3ccccc3s2)cc1[C@H]1[C@H]2C=CC[C@@H](C)[C@@H]2C(=O)N1Cc1ccccc1 | -0.71
COc1ccc(C2CC(O)(c3ccccc3)Oc3cc(OC)ccc32)cc1 (stereo unspecified) | 1.6
C[C@]12CC[C@@H]3c4ccc(O)cc4CC[C@H]3[C@@H]1CC[C@@H]2OC(=O)CCC(=O)O | 0.31
CCOC(=O)C[C@H]1c2ccccc2S(=O)(=O)N1c1ccccc1 | -0.16
O=c1cc(-c2cccc(Cl)c2)oc2cccc(O)c12 | -0.41

Going on with the list.
SMILES	hDAT+cocaine
COC(=O)c1cc(=O)nc2scc(C)n12	-1.3
O=C(O)C1=C[C@H](c2ccc(Br)cc2)C[C@H](OCCCCO)O1	-0.84
C#CCOCCOCCOCCNc1nc(N2CCN(C(=O)[C@H]([C@@H](C)CC)n3cc([C@@H](N)CO)nn3)CC2)nc(N2CCN(C(=O)[C@H](CCCCN)n3cc([C@@H](N)CC(C)C)nn3)CC2)n1	-0.96
CC(C)C[C@H](NC(=O)c1[nH]cnc1C(=O)N[C@@H](Cc1ccccc1)C(=O)OC(C)(C)C)C(=O)OC(C)(C)C	0.68
CCO[C@@H]1OC(C(=O)NCc2nc3ccccc3[nH]2)=C[C@H](C2CC2)[C@H]1CCCO	-0.0018
CN(CCO)CC(O)Cn1cnc2c1c(=O)n(C)c(=O)n2C (stereo unspecified) (tested in a mixture with another compound)	0.92
Clc1ccc(C2[C@H]3CN(CC4CCCCC4)[C@H](c4ccccc4)C34CC2(c2cccnc2)C4)cn1 (stereo partly specified)	0.0093
COCOc1cc(O)c(C(=O)/C=C/c2ccc(OCOC)c(OCOC)c2)c(OCOC)c1	-0.15
CCO[C@H]1OC(C(=O)N2CCN(C)CC2)=C[C@@H](C(C)(C)C)[C@@H]1CCCO	-0.31
COCc1cc(C)n(CC(=O)Nc2cccc(C)c2)c(=O)c1C#N	0.56
Cn1c(=O)c2[nH]c(-c3ccc(S(=O)(=O)O)cc3)nc2n(C)c1=O	0.23
CC(=O)O[C@@H]1[C@H]2[C@@H](C[C@@H](C)[C@@H]3CCC(=O)[C@@]13C)OC(=O)[C@@H]2C	0.11
Cc1ccc(-c2cc(=O)c3ccccc3[nH]2)cc1	-0.89
COC(=O)CCC(=O)OC1(C)C(=O)C2=CN(C3CCCC3)C(c3ccc(OC)cc3)=CC2=C(Br)C1=O (stereo unspecified)	1.7
COCCNc1nc(C)cc(-c2cc(C(=O)NCc3ccccc3)on2)n1	-0.43
CC1=C(C(=O)NCCc2ccc(C)cc2)C2(CCC(C)CC2)OC1=O (stereo unspecified)	1.3
CC(C)C[C@H](N)c1cn([C@@H](Cc2ccc(O)cc2)C(=O)N2CCNCC2)nn1	-0.85
O=C(c1ccc(Cl)c(Cl)c1)N1CCC(=O)N(C(CO)Cc2ccccc2)CC1 (stereo unspecified)	0.013
c1ccc2[nH]cnc2c1	-0.54
COc1ccc(CN2CC[C@H]3C=CC[C@@H](C(=O)Nc4ccc(Cl)c(C(F)(F)F)c4)[C@H]3C2=O)cc1OC	0.12
COc1ccc(C(CCN2CCN(c3ccccc3)CC2)c2c(OC)cc(OC)c3c(-c4ccccc4)cc(=O)oc23)cc1 (stereo unspecified)	-0.76
Cc1ccc(CNC(=O)c2ccc3c(=O)c(O)c(-c4ccc(C)cc4)[nH]c3c2)cc1	-0.67
c1ccc(SSc2ccccc2)cc1	0.48
C[C@H](NC(=O)OCc1ccccc1)C(=O)NNC(=O)[C@H](C)NC(=O)OCc1ccccc1	-0.2
CC(C)(C)OC(=O)NCCCC[C@H](NC(=O)c1[nH]cnc1C(=O)Nc1ccc(CNC(=O)OC(C)(C)C)cc1)C(=O)OC(C)(C)C	0.39
COc1cc2c(cc1OC)C(C)N(Cc1ccc3c(c1)OCO3)CC2 (stereo unspecified)	0.23
CCSc1nnc(NC(=O)CSc2nc3c(c(=O)n2CCOC)SC(C)C3)s1 (stereo unspecified)	0.35
CC(C)C[C@H](N)c1cn([C@@H](CCCCN)C(=O)N2CCNCC2)nn1	-0.19
CCO[C@H]1OC(C(=O)NC2CC2)=C[C@@H](c2ccc(C(F)(F)F)cc2)[C@@H]1CCCO	-0.89
Cc1ccc(C2(COC(=O)C(C)C)CO2)c(OC(=O)C(C)C)c1 (stereo unspecified)	1
COc1ccc(OC)c([C@@H]2OCCC=C[C@H]2C)c1	0.53
O=C(NCc1ccccc1)c1cccc(Br)n1	-1.2
COc1ccc(Cl)cc1NC(=O)C1CSC(c2ccncc2)=N1 (stereo unspecified)	0.029
COCCNc1nc(-c2cc(C(=O)Nc3ccccc3)on2)cc(C(C)C)n1	1.4
COC(=O)c1ccc(C23CC4(C2)[C@H](CN(C)[C@@H]4c2ccccc2)C3c2ccc(C(F)(F)F)cc2)cc1 (stereo partly specified)	0.067
COc1ccccc1N1CCN(CCN2C(=O)CC3(CCCC3)CC2=O)CC1	-0.76
C[C@@H]1CC[C@@]2(O[C@H](CCO)C[C@H](O)[C@H]2O)O1	0.11
COc1ccc(COCC(CC(C)C)N2CCN(C(=O)c3cccc(C(F)(F)F)c3)CCC2=O)cc1 (stereo unspecified)	0.58
CN(C)c1ccc(-c2cccc(C3CC=CC4C3C(=O)N(Cc3ccccc3)C4c3ccc(C(F)(F)F)cc3)c2)cc1 (stereo unspecified)	-0.49
COc1cc(O)c(C(CC(=O)N2CCN(c3ccccc3)CC2)c2ccc3c(c2)OCO3)c(OC)c1 (stereo unspecified)	0.083
CCC(C)Oc1cc(-c2ccnc(Nc3cccc(Cl)c3)n2)ccn1 (stereo unspecified)	-1.2
COc1cccc(CN2C(=O)[C@@H]3Cc4c([nH]c5ccccc45)C(C)(C)N3C2=O)c1	1
O=C(O)c1ccn[nH]1	0.32
C=CCNC(=O)c1c(CSc2ccc(Cl)cc2)noc1C(=O)NCCC	0.055
O=C(O)c1ccc(-c2noc(-c3cccc(C(F)(F)F)c3)n2)cc1	0.0024
CN(C)[C@@H](CO)c1nnc([C@H](CC(=O)O)NC(=O)C2CCNCC2)o1	-0.011
Cc1ccc(C(=O)N2CCC3(CC2)Oc2ccc(F)cc2C(=O)C32CC(c3ccccc3)=NO2)s1 (stereo unspecified)	-0.28
O=C(Nc1ccccc1)C1=C[C@H](c2csc3ccccc23)C[C@H](OCCCCO)O1	0.14
CC(C)=NOCc1ccc(-c2cn([C@@H]3COC[C@H]3O)nn2)cc1	0.8
C=CCOC(=O)C1=C[C@@H](c2coc3ccccc3c2=O)[C@H](CCCO)[C@@H](OCC)O1	0.51
COc1ccccc1CN1[C@@H](CC(C)=O)c2cc(C(F)(F)F)ccc2S1(=O)=O	0.01
CC(C)CN1CCC(=O)N(CCSc2ccc(Br)cc2)CC1	0.75
